Screens: PubChem BioAssay, The Scripps Research Institute Molecular Screening Center
ZTA DNA inh: ZTA (EBV) inhibition in EBNA-1 counter-screen; inhibition, % at 11 µM; AID 2234; P03206; ZTA-DNA binding, fluorescence polarization; 320,000 tested, 0.15% active; in the data active = inhibition above about 33%
Target sequence (P03206 whole entry, looked up): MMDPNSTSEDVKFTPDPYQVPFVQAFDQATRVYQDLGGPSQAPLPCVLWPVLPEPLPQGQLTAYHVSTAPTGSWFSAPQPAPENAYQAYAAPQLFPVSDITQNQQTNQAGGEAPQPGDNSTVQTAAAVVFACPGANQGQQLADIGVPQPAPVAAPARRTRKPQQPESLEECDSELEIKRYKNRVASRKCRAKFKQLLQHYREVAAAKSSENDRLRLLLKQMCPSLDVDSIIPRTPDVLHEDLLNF
LYPLA2 counter: blocks human lysophospholipase 2, a PME1 counter-screen; O95372; recombinant LYPLA2, FP-Rh probe fluorescence polarization; 320,000 tested, 0.38% active; inhibition, % at 5.9 µM;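 active = inhibition above the screen-wide mean plus 3 SD, limit set per campaign, cut at about 26% in these data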;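 note: 0% = LYPLA2 with DMSO and 100% = wells lacking LYPLA2 enzyme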
Target sequence (O95372 whole entry, looked up): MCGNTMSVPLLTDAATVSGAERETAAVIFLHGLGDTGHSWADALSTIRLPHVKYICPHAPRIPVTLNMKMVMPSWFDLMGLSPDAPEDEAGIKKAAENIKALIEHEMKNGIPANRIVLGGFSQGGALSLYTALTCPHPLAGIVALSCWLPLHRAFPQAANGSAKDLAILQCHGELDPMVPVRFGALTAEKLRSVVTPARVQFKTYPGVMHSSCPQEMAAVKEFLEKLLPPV
LYPLA1 counter: counter-screen for PME1 inhibitors: inhibitors of human LYPLA1; O75608; recombinant LYPLA1, FP-Rh probe fluorescence polarization; inhibition, % at 5.9 µM; 320,000 tested, 0.16% active;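 active = inhibition above the mean of all tested compounds plus 3 SD, set per campaign, cut at about 14% in these data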;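 note: inhibitors block serine hydrolase probe labeling of LYPLA1 so polarization falls; 0% = enzyme with DMSO and 100% = wells lacking LYPLA1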
Target sequence (O75608 whole entry, looked up): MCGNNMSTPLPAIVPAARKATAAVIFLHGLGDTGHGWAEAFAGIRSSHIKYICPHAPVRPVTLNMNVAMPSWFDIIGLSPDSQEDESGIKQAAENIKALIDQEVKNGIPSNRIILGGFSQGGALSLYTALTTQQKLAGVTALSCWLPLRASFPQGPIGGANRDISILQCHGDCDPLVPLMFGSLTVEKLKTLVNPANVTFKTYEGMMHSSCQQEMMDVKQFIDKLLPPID
PAFAH1B2 FP inh: inhibitors of human PAFAH1B2. P68402. recombinant PAFAH1B2, FP-rhodamine activity probe, fluorescence polarization. inhibition, % at 3.39 µM. 340,000 tested, 1.2% active. AID 492953;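 active = inhibition above the mean of all tested compounds plus 3 SD, cut at about 24% in these data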;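 note: 0% = enzyme with DMSO and 100% = wells lacking PAFAH1B2; many of its hits are not listed in these tables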
PAFAH1B3 FP inh: PAFAH1B3 (human) inhibition | Q15102 | recombinant PAFAH1B3, FP-rhodamine probe, fluorescence polarization | inhibition, % at 3.39 µM | 340,000 tested, 0.28% active | AID 492972;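 active = inhibition above the screen-wide average of all tested compounds plus 3 SD, cut at about 25% in these data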;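 note: 0% = enzyme with DMSO only and 100% = wells lacking PAFAH1B3 protein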
Target sequence (Q15102 whole entry, looked up): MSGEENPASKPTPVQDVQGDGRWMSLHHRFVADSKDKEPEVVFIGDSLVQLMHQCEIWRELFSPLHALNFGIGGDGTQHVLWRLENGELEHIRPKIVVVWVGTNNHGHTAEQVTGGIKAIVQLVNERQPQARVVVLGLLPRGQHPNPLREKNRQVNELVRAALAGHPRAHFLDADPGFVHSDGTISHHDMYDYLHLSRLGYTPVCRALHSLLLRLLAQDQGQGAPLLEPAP
PREPL inhibitor: inhibits the human prolyl oligopeptidase-like enzyme; inhibition, % at 5.96 µM; recombinant PREPL, fluorescence polarization activity-based probe; Q4J6C6; 320,000 tested, 0.68% active; in the data active = inhibition above about 43%;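 note: 0% = enzyme with DMSO and 100% = wells lacking enzyme; many of its hits are not listed in these tables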
PAFAH2 inh: inhibitors of human PAFAH2; Q99487; recombinant PAFAH2, FP-rhodamine activity probe, fluorescence polarization; inhibition, % at 3.39 µM; 340,000 tested, 0.99% active; AID 492956;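 active = inhibition above the mean over all tested compounds plus 3 SD, cut at about 30% in these data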;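 note: inhibitors block probe labeling of enzyme so polarization drops; 0% = enzyme with DMSO and 100% = wells lacking PAFAH2 protein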
pPAFAH inh: inhibitors of human plasma PAF acetylhydrolase (pPAFAH); recombinant pPAFAH, FP-rhodamine probe fluorescence polarization; inhibition, % at 3.39 µM; 330,000 tested, 1.5% active;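 active = inhibition above the mean inhibition across the screen plus 3 SD, cut at about 25% in these data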;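 note: inhibitors block binding of the rhodamine activity-based probe so polarization drops; 0% = enzyme with DMSO and 100% = wells lacking pPAFAH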
EBNA-1 inhibitor: blocks EBNA-1 binding to DNA; 300,000 tested, 0.34% active; EBNA-1 DNA binding, fluorescence polarization; inhibition, % at 14.8 µM; in the data active = inhibition above about 28%
* marks the source's active call; other numbers are inactive results.

How did CCN(c1ccccc1)S(=O)(=O)c1ccc(Cl)c(NC(=O)COC(=O)c2cc(O)c3ccccc3c2O)c1 do in these assays?
ZTA DNA inh: 1; LYPLA2 counter: 7; LYPLA1 counter: 0; PREPL inhibitor: 8; pPAFAH inh: 20; EBNA-1 inhibitor: 7

Results for CNC(=O)C1CCN(S(=O)(=O)c2c(C)noc2/C=C/c2ccc(OC)cc2)CC1 ?
ZTA DNA inh: 19; LYPLA2 counter: -3; LYPLA1 counter: -1; PAFAH1B2 FP inh: -1; PAFAH1B3 FP inh: 4; PREPL inhibitor: -1; PAFAH2 inh: 6; pPAFAH inh: 4; EBNA-1 inhibitor: 7

Results for CCOc1ccc(N(CC(=O)NCc2ccc(Cl)cc2)S(=O)(=O)c2c(C)noc2C)cc1 ?
ZTA DNA inh: -9; LYPLA2 counter: 14; LYPLA1 counter: 2; PAFAH1B2 FP inh: 3; PAFAH1B3 FP inh: 7; PREPL inhibitor: -26; PAFAH2 inh: -14; pPAFAH inh: 6; EBNA-1 inhibitor: -2

Results for Cc1nc(CNS(=O)(=O)c2cccnc2)cs1 ?
ZTA DNA inh: -10; LYPLA2 counter: -4; LYPLA1 counter: 0; PAFAH1B2 FP inh: 1; PAFAH1B3 FP inh: -3; PREPL inhibitor: 3; PAFAH2 inh: 2; pPAFAH inh: 0; EBNA-1 inhibitor: -1

How did COc1cc(C(=O)OC(C)C(=O)Nc2ccc3c(c2)OCO3)ccc1OCc1c(C)noc1C (centres undefined) do in these assays?
ZTA DNA inh: -2; LYPLA2 counter: -4; LYPLA1 counter: 0; PAFAH1B2 FP inh: 4; PAFAH1B3 FP inh: 5; PREPL inhibitor: 1; PAFAH2 inh: 10; pPAFAH inh: -2; EBNA-1 inhibitor: -17

Results for Cc1c(C(=O)Nc2ccc(S(=O)(=O)NCC3CCCO3)cc2)cccc1[N+](=O)[O-] (centres undefined) ?
ZTA DNA inh: -1; LYPLA2 counter: -3; LYPLA1 counter: -2; PAFAH1B2 FP inh: 7; PAFAH1B3 FP inh: 8; PREPL inhibitor: 9; PAFAH2 inh: 0; pPAFAH inh: -5; EBNA-1 inhibitor: 2

What do the screens show for `Cc1ccccc1CNC(=O)CN1C(=O)c2ccccc2S1(=O)=O`?
ZTA DNA inh: 0; LYPLA2 counter: -4; LYPLA1 counter: -1; PAFAH1B2 FP inh: 2; PAFAH1B3 FP inh: 2; PREPL inhibitor: 0; PAFAH2 inh: 1; pPAFAH inh: 0; EBNA-1 inhibitor: 7

Results for CCCNC(=O)c1cc2ccccc2c(=O)o1 ?
ZTA DNA inh: -2; LYPLA2 counter: -2; LYPLA1 counter: 2; PAFAH1B2 FP inh: -1; PAFAH1B3 FP inh: 5; PREPL inhibitor: -7; PAFAH2 inh: 16; pPAFAH inh: -8; EBNA-1 inhibitor: 1

How did CCCCNC(=O)CSc1nnc(Cc2ccccc2)n1CC1CCCO1 (centres undefined) do in these assays?
ZTA DNA inh: 16; LYPLA2 counter: 3; LYPLA1 counter: -1; PAFAH1B2 FP inh: -3; PAFAH1B3 FP inh: 9; PREPL inhibitor: 6; PAFAH2 inh: -3; pPAFAH inh: 0; EBNA-1 inhibitor: 8

Results for COc1cc2c(C#CCCO)c(-c3ccc(C#N)cc3)oc(=O)c2cc1OC ?
ZTA DNA inh: 7; LYPLA2 counter: 7; LYPLA1 counter: 0; PAFAH1B2 FP inh: -2; PAFAH1B3 FP inh: 1; PREPL inhibitor: 5; PAFAH2 inh: -1; pPAFAH inh: -2

How did NC(=O)C1CCN(C(=O)c2ccc3c(=O)n(Cc4ccco4)c(SCC(=O)c4ccc(F)cc4)nc3c2)CC1 do in these assays?
ZTA DNA inh: -8; LYPLA2 counter: 6; LYPLA1 counter: 6; PREPL inhibitor: 17; pPAFAH inh: 5; EBNA-1 inhibitor: 13

What do the screens show for `Cc1nc(C)c(C(=O)N/N=C/c2c[nH]c3ccccc23)s1`?
ZTA DNA inh: 0; LYPLA2 counter: -6; LYPLA1 counter: -1; PAFAH1B2 FP inh: 5; PAFAH1B3 FP inh: 3; PREPL inhibitor: 3; PAFAH2 inh: 6; pPAFAH inh: 4; EBNA-1 inhibitor: 2

The last 4 compounds of the part before come first, to join the parts.
How did CCCCNC(=O)CSc1nnc(Cc2ccccc2)n1CC1CCCO1 (centres undefined) do in these assays?
ZTA DNA inh: 16; LYPLA2 counter: 3; LYPLA1 counter: -1; PAFAH1B2 FP inh: -3; PAFAH1B3 FP inh: 9; PREPL inhibitor: 6; PAFAH2 inh: -3; pPAFAH inh: 0; EBNA-1 inhibitor: 8

Results for COc1cc2c(C#CCCO)c(-c3ccc(C#N)cc3)oc(=O)c2cc1OC ?
ZTA DNA inh: 7; LYPLA2 counter: 7; LYPLA1 counter: 0; PAFAH1B2 FP inh: -2; PAFAH1B3 FP inh: 1; PREPL inhibitor: 5; PAFAH2 inh: -1; pPAFAH inh: -2

How did NC(=O)C1CCN(C(=O)c2ccc3c(=O)n(Cc4ccco4)c(SCC(=O)c4ccc(F)cc4)nc3c2)CC1 do in these assays?
ZTA DNA inh: -8; LYPLA2 counter: 6; LYPLA1 counter: 6; PREPL inhibitor: 17; pPAFAH inh: 5; EBNA-1 inhibitor: 13

What do the screens show for `Cc1nc(C)c(C(=O)N/N=C/c2c[nH]c3ccccc23)s1`?
ZTA DNA inh: 0; LYPLA2 counter: -6; LYPLA1 counter: -1; PAFAH1B2 FP inh: 5; PAFAH1B3 FP inh: 3; PREPL inhibitor: 3; PAFAH2 inh: 6; pPAFAH inh: 4; EBNA-1 inhibitor: 2

What do the screens show for `O=c1[nH]ncc(NCc2ccc(Cl)cc2)c1Cl`?
ZTA DNA inh: 5; LYPLA2 counter: -5; LYPLA1 counter: -2; PAFAH1B2 FP inh: 12; PAFAH1B3 FP inh: 9; PREPL inhibitor: -8; PAFAH2 inh: 1; pPAFAH inh: 3; EBNA-1 inhibitor: 5

How did O=C(CN1CCN(S(=O)(=O)c2ccc(Br)cc2)CC1)N/N=C/c1cccnc1 do in these assays?
ZTA DNA inh: 2; LYPLA2 counter: -6; LYPLA1 counter: -3; PAFAH1B2 FP inh: 24; PAFAH1B3 FP inh: 7; PREPL inhibitor: 3; PAFAH2 inh: 4; pPAFAH inh: 6; EBNA-1 inhibitor: 9

How did CCOc1ccc(Br)cc1S(=O)(=O)N1CCCC1 do in these assays?
ZTA DNA inh: 4; LYPLA2 counter: -5; LYPLA1 counter: -1; PAFAH1B2 FP inh: 4; PAFAH1B3 FP inh: 3; PREPL inhibitor: 7; PAFAH2 inh: 3; pPAFAH inh: 2; EBNA-1 inhibitor: 0

What do the screens show for `Cc1cccc(N2CCN(C(=O)c3cc4c(=O)n(C)c5ccccc5c4n3C)CC2)c1C`?
ZTA DNA inh: 7; LYPLA2 counter: -7; LYPLA1 counter: 1; PAFAH1B2 FP inh: 1; PAFAH1B3 FP inh: 0; PREPL inhibitor: 11; PAFAH2 inh: 2; pPAFAH inh: 0; EBNA-1 inhibitor: 2

How did O=C(Nc1ccccc1)N1CCCN(Cc2c(F)cccc2Cl)CC1 do in these assays?
ZTA DNA inh: -4; LYPLA2 counter: 3; LYPLA1 counter: 1; PAFAH1B2 FP inh: 4; PAFAH1B3 FP inh: 2; PREPL inhibitor: 10; PAFAH2 inh: 1; pPAFAH inh: 3; EBNA-1 inhibitor: -8

What do the screens show for `CCC1(CC)NC(=O)N(CC(=O)OCc2nc3cc(C(=O)OC)ccc3c(=O)[nH]2)C1=O`?
ZTA DNA inh: 2; LYPLA2 counter: 3; LYPLA1 counter: -3; PAFAH1B2 FP inh: -1; PAFAH1B3 FP inh: 6; PREPL inhibitor: 1; PAFAH2 inh: 1; pPAFAH inh: 4

How did O=C(CNS(=O)(=O)c1cccs1)Nc1ccc2c(c1)OCCO2 do in these assays?
ZTA DNA inh: -6; LYPLA2 counter: -8; LYPLA1 counter: -1; PAFAH1B2 FP inh: 3; PAFAH1B3 FP inh: 9; PREPL inhibitor: -2; PAFAH2 inh: -3; pPAFAH inh: 4; EBNA-1 inhibitor: -6

What do the screens show for `CCC(C)(C)n1nnnc1C(c1ccccc1)N1CCc2ccccc2C1` (centres undefined)?
ZTA DNA inh: -9; LYPLA2 counter: 6; LYPLA1 counter: 0; PAFAH1B2 FP inh: 2; PAFAH1B3 FP inh: 2; PREPL inhibitor: 7; PAFAH2 inh: 2; pPAFAH inh: 2; EBNA-1 inhibitor: 13

How did CCCCOC(=O)n1c(SCC(=O)N(CC)CC)nc2ccccc21 do in these assays?
ZTA DNA inh: -4; LYPLA2 counter: -2; LYPLA1 counter: 0; PAFAH1B2 FP inh: 5; PAFAH1B3 FP inh: 2; PREPL inhibitor: 1; PAFAH2 inh: -2; pPAFAH inh: 12; EBNA-1 inhibitor: -4

Results for CCN1C(=O)[C@@H]2[C@@H](c3ccc(-c4ccc(Cl)c(Cl)c4)c(OC)c3)N3CCCC[C@@]3(C(=O)OC)[C@@H]2C1=O ?
ZTA DNA inh: 26; LYPLA2 counter: 1; LYPLA1 counter: -2; PAFAH1B2 FP inh: 0; PAFAH1B3 FP inh: 1; PREPL inhibitor: 2; PAFAH2 inh: -3; pPAFAH inh: -1; EBNA-1 inhibitor: 2

How did CCN(CC)S(=O)(=O)c1ccc2oc(C(=O)NCc3ccc(C)cc3)c(C)c2c1 do in these assays?
ZTA DNA inh: -2; LYPLA2 counter: -4; LYPLA1 counter: -2; PAFAH1B2 FP inh: -1; PAFAH1B3 FP inh: -1; PREPL inhibitor: 15; PAFAH2 inh: -6; pPAFAH inh: -2; EBNA-1 inhibitor: 9

Results for CSc1ccc(CN2C(=O)NC3(CCCCCC3)C2=O)cc1 ?
ZTA DNA inh: 3; LYPLA2 counter: 6; LYPLA1 counter: 1; PAFAH1B2 FP inh: 5; PAFAH1B3 FP inh: 8; PREPL inhibitor: 5; PAFAH2 inh: -2; pPAFAH inh: 1; EBNA-1 inhibitor: -10

How did Cc1[nH]c2ccccc2c1/C=N/Nc1ccc([N+](=O)[O-])cc1 do in these assays?
ZTA DNA inh: -4; LYPLA2 counter: -15; LYPLA1 counter: -20; PAFAH1B2 FP inh: 0; PAFAH1B3 FP inh: 2; PREPL inhibitor: 5; PAFAH2 inh: -25; pPAFAH inh: 3; EBNA-1 inhibitor: -9

What do the screens show for `Cc1ccc(Cc2ccc(C(=O)NNC(N)=S)o2)cc1`?
ZTA DNA inh: 2; LYPLA2 counter: 1; LYPLA1 counter: 0; PAFAH1B2 FP inh: 18; PAFAH1B3 FP inh: 11; PREPL inhibitor: -3; PAFAH2 inh: 3; pPAFAH inh: 5; EBNA-1 inhibitor: -7

How did COC(=O)[C@H](CC(C)C)NC(=O)Cn1cnc(C(=O)Nc2ccc(C)c(C)c2)n1 do in these assays?
PAFAH1B2 FP inh: 6; PAFAH1B3 FP inh: 5; PAFAH2 inh: 3; pPAFAH inh: 2

How did O=C(O)COc1ccc(/C=N/n2c(COc3ccccc3)nc3ccccc3c2=O)cc1 do in these assays?
ZTA DNA inh: -1; LYPLA2 counter: -7; LYPLA1 counter: -3; PAFAH1B2 FP inh: -2; PAFAH1B3 FP inh: -1; PREPL inhibitor: 3; PAFAH2 inh: -6; pPAFAH inh: -2; EBNA-1 inhibitor: -6

How did C=CCN1N=C(/C=C/c2ccccc2)CCC1=O do in these assays?
ZTA DNA inh: -16; LYPLA2 counter: 5; LYPLA1 counter: 2; PAFAH1B2 FP inh: -1; PAFAH1B3 FP inh: 2; PREPL inhibitor: -14; PAFAH2 inh: 3; pPAFAH inh: 2; EBNA-1 inhibitor: -2

Some of the compounds tested; count on the stated rates, not on these rows.
